Tb PYK inh = T. brucei pyruvate kinase inhibition; Q57TT1; TbPYK enzyme, Kinase-Glo Plus ATP luminescence, 45 min; Potency, µM (titrated, usually from 76.8 µM), inactives show top-dose activity, negative = inhibition, usual class: inhibitors; 0.12% of 410,000 active; note: potency is the fitted concentration of half-maximal effect; % is set by controls: 0 for no effect and ±100 for the full control effect; nearly all actives have a fitted effect of over 50% in size
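Luminescent Kinase-Glo Plus end-point after 45 min room-temperature reaction of T. brucei pyruvate kinase started with 130 uM ADP (final). Buffer TEA 50 mM pH 7.2 with KCl, MgCl2, BSA, Tween-20; titration-based qHTS with fitted concentration-effect curves.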
Pf growth 48h = inhibits P. falciparum growth in the first generation, 48 h; 5.9% of 310,000 active; Potency, µM (titrated, usually from 28.7 µM), inactives show top-dose activity change, negative = inhibition, hits mostly inhibitors; AID 504832; P. falciparum luciferase growth in erythrocytes, 48 h; note: potency is the fitted concentration of half-maximal effect; % is set by controls: 0 for no effect and ±100 for the full control effect
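In quantitative HTS format, infected erythrocytes bearing luciferase-reporter parasites were treated for a single generation at 37 C. Luminescence after adding detection reagent served as the growth measure.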
AmpC no deterg = blocks E. coli AmpC beta-lactamase in detergent-free assay | AmpC nitrocefin hydrolysis, absorbance 480 nm, 0.0001% Triton | Potency, µM (series often up to 57.1 µM), without a hit: at the highest dose activity change, negative = inhibition, actives largely listed as inhibitors | 0.52% of 330,000 active;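 note: potency is the fitted concentration of half-maximal effect; plate controls were no compound for no effect and no enzyme for full effect; nearly all actives have a fitted effect of over 20% in size; some results filed as inactive show a strong effect at the top dose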
Target sequence (P00811 whole entry, looked up): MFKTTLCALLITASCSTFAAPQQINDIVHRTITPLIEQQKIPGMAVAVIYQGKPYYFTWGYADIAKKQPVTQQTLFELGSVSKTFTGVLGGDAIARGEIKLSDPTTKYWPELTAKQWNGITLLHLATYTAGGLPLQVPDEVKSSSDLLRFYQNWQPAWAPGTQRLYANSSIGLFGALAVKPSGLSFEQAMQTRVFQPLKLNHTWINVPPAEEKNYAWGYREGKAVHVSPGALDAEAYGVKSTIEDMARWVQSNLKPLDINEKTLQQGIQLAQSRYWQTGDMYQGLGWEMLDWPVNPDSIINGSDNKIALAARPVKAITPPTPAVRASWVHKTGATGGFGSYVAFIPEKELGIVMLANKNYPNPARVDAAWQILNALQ
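20 mM phosphate pH 7.0 + 0.01% (detergent screen) or 0.0001% Triton X-100; 5.3 nM AmpC reagent; cpd preinc 15 min RT; nitrocefin (800 uM stock) to start; A480 q20 s × 4 min; Activity was normalised to no-enzyme and no-compound control wells.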
Pf growth 96h = inhibits malaria parasite growth, 96 h | P. falciparum luciferase reporter growth, 96 h | Potency, µM (series often up to 28.7 µM), for inactives: at the highest dose activity change, negative = inhibition, actives largely listed as inhibitors | 6.9% of 320,000 active | AID 504834; note: potency is the fitted concentration of half-maximal effect; % is set by controls: 0 for no effect and ±100 for the full control effect
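Parasite growth measured via integrated firefly luciferase reporter in P. falciparum. Infected erythrocytes at 2% hematocrit, 0.05% parasitemia final were treated 96 hours at 37 C under 5% CO2, and luminescence was read.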
Shiga inhibitor = blocks Shiga toxin action in Vero cells; Vero cells, Shiga toxin protein synthesis inhibition reporter; inhibition, % at 38.7 µM; 9.2% of 290,000 active; AID 2315; in the data active = inhibition mostly above about 28%, no sharp cut-off; inactive = mostly below about 43%; note: 0% is about no effect
Cycloheximide cs = counter-screen for Shiga toxin inhibitors: cycloheximide protein synthesis inhibition | cell reporter, cycloheximide protein synthesis inhibition counterscreen | max response, % | 12% of 300,000 active | AID 2314; in the data active = max response mostly above about 13%, no sharp cut-off; inactive = mostly below about 14%; note: read at 38.3 µM for the half of the compounds with a filed dose; 0% is about no effect
LmPK inhibitor = LmPK (Leishmania mexicana) enzyme inhibition; Q27686; purified LmPK, Kinase-Glo ATP luminescence, 1 h; Potency, µM (highest dose often 57.5 µM), for inactives: at the top dose activity change, negative = inhibition, most hits filed as inhibitors; 0.37% of 290,000 active; note: potency is the fitted concentration of half-maximal effect; % is set by controls: 0 for no effect and ±100 for the full control effect
Target sequence (Q27686 whole entry, looked up): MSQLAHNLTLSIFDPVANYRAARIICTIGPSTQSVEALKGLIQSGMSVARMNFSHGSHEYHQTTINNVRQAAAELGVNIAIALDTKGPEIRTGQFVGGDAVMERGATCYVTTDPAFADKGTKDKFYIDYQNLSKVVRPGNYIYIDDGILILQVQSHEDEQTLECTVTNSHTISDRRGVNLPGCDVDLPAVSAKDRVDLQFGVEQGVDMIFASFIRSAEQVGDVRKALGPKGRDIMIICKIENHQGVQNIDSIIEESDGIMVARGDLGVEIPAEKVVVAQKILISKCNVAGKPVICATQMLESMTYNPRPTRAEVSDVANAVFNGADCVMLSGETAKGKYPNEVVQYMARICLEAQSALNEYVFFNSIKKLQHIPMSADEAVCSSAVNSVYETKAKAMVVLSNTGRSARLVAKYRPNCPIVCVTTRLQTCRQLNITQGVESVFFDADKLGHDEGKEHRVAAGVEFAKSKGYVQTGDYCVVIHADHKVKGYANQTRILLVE
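Purified LmPK (0.1 nM) converted ADP (0.1 mM) to ATP with PEP (0.5 mM) in imidazole buffer pH 7.2 with KCl and MgCl2, 1 h at room temperature. ATP was read by Kinase-Glo luminescence; data normalized to uninhibited and no-enzyme controls.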
* = called active by the depositor; i = inactive; u = inconclusive; x = not tested or not shown; & = joins results of further samples; [ ] = another dose, or the depositor's remark. Unless noted, calls come from the whole dose curve; as a rule, active = well fitted curve in the direction sought with a large enough effect; inconclusive = small, poorly fitted or top-dose-only effect, or another doubt; inactive = no such curve, though single readings can be large; an effect the other way counts as inactive or inconclusive. Rows are unselected; any-hit rate near 22%.

SMILES	Tb PYK inh	Pf growth 48h	AmpC no deterg	Pf growth 96h	Shiga inhibitor	Cycloheximide cs	LmPK inhibitor
N=C(N)n1cccn1	-2%	-10%	x	-6%	x	x	x
Cc1ccc(SCC(=O)NN2C(=O)c3ccccc3C2=O)cc1	1%	22%	-8%	u	-11	3	8%
CCOC(=O)C1=C(CN2CCN(C(=O)OCC)CC2)NC(=O)NC1c1ccc2c(c1)OCO2 (stereo not given)	-6%	u	86%[activator]	24%	11	8	0%
C(=N\n1cnnc1SCc1ccccc1)/c1ccco1	7%	33%[activator]	-16%	u	-48	-3	-3%
C[C@H](NC(N)=O)C(=O)Nc1ccc(N2CCOCC2)c(S(=O)(=O)Nc2ccc(Cl)cc2)c1	u	-19%	-32%	u	x	x	x
O=C(NNC1=NS(=O)(=O)c2ccccc21)c1ccc([N+](=O)[O-])cc1	-6%	1%	-13%	1%	-24	-2	-5%
CN(c1ccc(C(=O)NCc2ccc3c(c2)OCO3)cc1)S(C)(=O)=O	4%	23%	-1%	x	-1	6	2%
Cc1ccc(S(=O)(=O)NNC(=O)c2ccoc2C)cc1	0%	-9%	-8%	33%[activator]	-3	-2	-2%
O=C(NC1CC1)c1sc2cc(Cl)ccc2c1Cl	1%	55%[activator]	-19%	64%[activator]	x	x	x
COc1ccc(/C=N/Nc2ccccn2)c(OC)c1OC	5%	48%[activator]	-42%	36%[activator]	74*	40*	3%
Cn1c(CN2CCOCC2)c(C#N)c2ccccc21	-7%	25%	-3%	x	-18	-4	3%
O=C(CSc1oc(-c2ccccc2)nc1S(=O)(=O)c1ccc(F)cc1)NCC1CCCO1 (stereo not given)	6%	-18%	-23%	3%	-6	-1	2%
O=C(c1ccc(F)cc1)[C@@H]1[C@@H](C(=O)c2ccccc2)[C@@]2(C(=O)Nc3ccccc32)[C@H]2c3ccccc3C=CN12	x	u	-29%	5.2µM*	16	11	7%
CC(C)(C)OC(=O)NC(CC(=O)OCc1ccccc1)C(=O)O (stereo not given)	6%	-3%	-3%	28%	-3	-1	-14%
NS(=O)(=O)c1ccc(NC(=O)c2c(F)cccc2Cl)cc1	4%	18%	-14%	-1%	-16	-1	-2%
C(=C\CSc1ncn[nH]1)/CSc1ncn[nH]1	0%	14%	-6%	10%	-5	-2	-7%
COc1cc(C(=O)Nc2ccc3c(c2)nc(C)n3C)cc(OC)c1OC	4%	59%[activator]	-4%	10%	12	12	-1%
CC(=O)N1CCc2cc(Br)cc(S(=O)(=O)N3CCc4ccccc43)c21	-1%	239%[activator]	-19%	20%	-3	13	8%
O=C(Nc1ccc(C(=O)O)cc1)/C(=C/c1ccc2c(c1)OCO2)NC(=O)c1cccc(Br)c1	-6%	-2%	-36%	u	2	-2	3%
COc1cccc(C2=NOC(C(=O)N3CCN(C(=O)c4ccco4)CC3)C2)c1 (stereo not given)	2%	11%	-31%	4%	23	-2	4%
Cc1ccc(NC(=O)COC(=O)C2=COCCO2)cc1	-11%	33%[activator]	-15%	u	48	20*	-5%
COc1ccc(/C=N/NC(=O)c2cc3c(ccc4ccccc43)o2)cc1OC	-1%	-4%	56%	u	0	1	-2%
O=C(CN1CCOCC1)Nc1ccc(NC(=O)CN2CCOCC2)c(Cl)c1	-3%	-11%	-7%	x	-5	-4	5%
Cc1cc(C)c2nc(-c3cccnc3)cc(C(=O)Nc3ccc(S(=O)(=O)Nc4onc(C)c4C)cc3)c2c1	16%	-17%[5.75 µM]	-18%	-11%	-3	-5	5%
CCCN1CCN(C(=O)Cn2nc(CC)n3c(cc4sccc43)c2=O)CC1	4%	1%	-9%	0%	-6	1	1%
CC(C)c1ccc(NC2CCCN(C(=O)c3cnsn3)C2)cc1 (stereo not given)	-6%	1%	43%	28%	3	-3	0%
CCc1nnc(NC(=O)c2cc(Cl)ccn2)s1	3%	u	-6%	5.9µM*	77*	41*	-2%
CCc1ccc(NC(=O)C(=O)NCC2CCCN2S(=O)(=O)c2ccccc2)cc1 (stereo not given)	-5%	u	-10%	u	x	x	x
COc1cc(NC(=O)C2CCN(S(=O)(=O)c3cccnc3)CC2)cc(OC)c1OC	-2%	-15%	x	66%[activator]	-3	0	-2%
O=C(O)Cn1nnc2ccccc21	9%	7%	-9%	18%	28	-1	-8%
COc1cccc(CCNC(=O)c2ccc(OC)c(OC3CCN(C(C)C)CC3)c2)c1	-2%	-7%	5%	15%	20	1	-8%
CSCC(=O)NC1CCCc2c1cnn2-c1ccc(C)c(C)c1 (stereo not given)	2%	-2%	13%	u	58*	14	-2%
CC(=O)Nc1cnc(NC(=O)c2cccc(F)c2)cc1C	-9%	401%[activator]	-2%	-13%	55*	50*	-18%
CN(c1ccccc1)S(=O)(=O)c1ccc(Cl)c(C(=O)OCC(N)=O)c1	-5%	2%	-1%	59%[5.75 µM]	-5	-1	1%
CC(C)(C)CC(C)(C)NCC(=O)Nc1c2c(nc3ccccc13)CCC2	9%	u	64%[activator]	u	-17	-1	3%
CCOC(=O)c1c(S(=O)(=O)NCCc2ccccc2)c(C)n(C)c1C	-1%	-27%	-8%	u	-4	15	1%
Cc1ccc(-c2ccc(=O)n(CCC(=O)NCc3ccccn3)n2)cc1	-8%	-1%	-6%	u	10	0	1%
O=S(=O)(c1ccc(Cl)cc1)N1CCC(n2cccc2)CC1	-2%	11%	-15%	2%	-11	2	5%
Cc1ccc(N(C(=O)c2snc(C(N)=O)c2N)C(C(=O)NCC2CCCO2)c2ccc3ncccc3c2)cc1 (stereo not given)	2%	u	96%[activator]	2%	-6	-2	0%
CC(C)CNC(=S)N1CCC(c2nc(-c3ccc(F)cc3)no2)CC1	-5%	-11%	15%	u	15	-2	-1%
Cc1ccc(N(CC(O)CN2CCOCC2)S(=O)(=O)c2ccc([N+](=O)[O-])cc2)cc1 (stereo not given)	-5%	-19%	76%[activator]	-20%	-3	0	1%
CCOC(=O)C1(CCCc2ccccc2)CCN(C(=O)c2cncs2)CC1	-5%	u	138%[activator]	i	11	-3	4%
COc1ccc(/C=N/N=C/c2c[nH]c(=O)c(C#N)c2Nc2ccccc2)cc1	12%	-6%	-42%	u	11	-3	-4%
COc1ccc(NC(=O)CN(C)C(=O)C2CSC3(C)CCC(=O)N23)cc1 (stereo not given)	5%	1%	-3%	7%	x	x	x
COc1ccc(Cl)cc1NC(=O)c1cc(-c2cc(C)ccc2O)n[nH]1	2%	1.9µM*	-3%	2.3µM*	27	10	-1%

Next section, overlapping the part above by 3 compounds.
SMILES	Tb PYK inh	Pf growth 48h	AmpC no deterg	Pf growth 96h	Shiga inhibitor	Cycloheximide cs	LmPK inhibitor
COc1ccc(/C=N/N=C/c2c[nH]c(=O)c(C#N)c2Nc2ccccc2)cc1	12%	-6%	-42%	u	11	-3	-4%
COc1ccc(NC(=O)CN(C)C(=O)C2CSC3(C)CCC(=O)N23)cc1 (stereo not given)	5%	1%	-3%	7%	x	x	x
COc1ccc(Cl)cc1NC(=O)c1cc(-c2cc(C)ccc2O)n[nH]1	2%	1.9µM*	-3%	2.3µM*	27	10	-1%
COc1ccc2c(c1)OC[C@H]1[C@@H]2N2C(=O)CNC(=O)[C@@]2(C)[C@H]1c1ccccc1	5%	-17%	4%	u	x	x	x
COc1ccc(C(=O)Nn2c(SCC(=O)c3ccc(Cl)cc3)nc3ccccc3c2=O)cc1	3%	-60%	-33%	u	22	17*	3%
O=Cc1ccc(C(=O)OCC(=O)N2CCCC2)cc1	1%	16%	-15%	18%	18	-2	-3%
CC(Oc1ccc(Cl)cc1)c1ccn[nH]1 (stereo not given)	-5%	13%	5%	0%	13	-2	-1%
CC1(C)Cc2cccc(C(=O)NCc3ccco3)c2O1	6%	u	-37%	u	-7	-2	5%
CCN(CC)c1ccc(NC(=O)c2c(OC)cccc2OC)c(C)c1	-1%	-26%	x	-19%	-17	9	5%
CCn1cc(S(=O)(=O)c2ccc(C)cc2)c(=O)c2cc(OC)ccc21	1%	23%	-14%	25%	-8	6	-1%
COc1cccc(C2CC(c3c(F)cccc3Cl)n3nc(N)nc3N2)c1 (stereo not given)	-10%	u	0%	8%	-6	-3	1%
CC(=O)Nc1cccc(NC(=O)CSc2ncc(C(=O)Nc3ccccc3)c(=O)n2C)c1	2%	u	25%	4%	x	x	x
COc1ccc2[nH]c3c(c2c1)CCNC3C (stereo not given)	3%	4%	-7%	9.3µM*	-5	-1	1%
O=C(CCCc1ccccc1)Nc1cccc2c1CCCC2	1%	8%	5%	x	4	1	6%
Cc1ccc2nc(CSc3nc(C)ccc3C#N)[nH]c2c1	u	x	63%[activator]	-63%	21	17*	5%
CCn1c(CC(=O)Nc2ccccc2F)nnc1SCC(=O)Nc1nncs1	0%	14%	6%	-11%	-4	3	-6%
CCc1nn(CC(=O)NC(C)CCc2ccccc2)c(=O)c2cc3cc(F)ccc3n12 (stereo not given)	4%&-8%	8%	-5%	u	-11	-2	0%
COc1cccc(C(=O)CSc2nnc(CNc3nc(-c4ccccc4)cs3)n2C)c1	-14%	u	u	20%	-6	1	3%

Of the compounds above, 11 have a Cl atom:
SMILES	Tb PYK inh	Pf growth 48h	AmpC no deterg	Pf growth 96h	Shiga inhibitor	Cycloheximide cs	LmPK inhibitor
C[C@H](NC(N)=O)C(=O)Nc1ccc(N2CCOCC2)c(S(=O)(=O)Nc2ccc(Cl)cc2)c1	u	-19%	-32%	u	x	x	x
O=C(NC1CC1)c1sc2cc(Cl)ccc2c1Cl	1%	55%[activator]	-19%	64%[activator]	x	x	x
NS(=O)(=O)c1ccc(NC(=O)c2c(F)cccc2Cl)cc1	4%	18%	-14%	-1%	-16	-1	-2%
O=C(CN1CCOCC1)Nc1ccc(NC(=O)CN2CCOCC2)c(Cl)c1	-3%	-11%	-7%	x	-5	-4	5%
CCc1nnc(NC(=O)c2cc(Cl)ccn2)s1	3%	u	-6%	5.9µM*	77*	41*	-2%
CN(c1ccccc1)S(=O)(=O)c1ccc(Cl)c(C(=O)OCC(N)=O)c1	-5%	2%	-1%	59%[5.75 µM]	-5	-1	1%
O=S(=O)(c1ccc(Cl)cc1)N1CCC(n2cccc2)CC1	-2%	11%	-15%	2%	-11	2	5%
COc1ccc(Cl)cc1NC(=O)c1cc(-c2cc(C)ccc2O)n[nH]1	2%	1.9µM*	-3%	2.3µM*	27	10	-1%
COc1ccc(C(=O)Nn2c(SCC(=O)c3ccc(Cl)cc3)nc3ccccc3c2=O)cc1	3%	-60%	-33%	u	22	17*	3%
CC(Oc1ccc(Cl)cc1)c1ccn[nH]1 (stereo not given)	-5%	13%	5%	0%	13	-2	-1%
COc1cccc(C2CC(c3c(F)cccc3Cl)n3nc(N)nc3N2)c1 (stereo not given)	-10%	u	0%	8%	-6	-3	1%

Screening data deposited in PubChem BioAssay by National Center for Advancing Translational Sciences (NCATS).
